Screening data deposited in PubChem BioAssay by several laboratories.
bIAP act – increases bovine intestinal alkaline phosphatase activity; AID 1016; 200,000 tested, 0.17% active; activation factor at 20 µM; purified bovine IAP, CDP-star luminescence, 30 min; hits give high values; fold of DMSO-control signal, blank-subtracted;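 active = activation factor of 2 or more at 20 µM, a signal rise over negative controls twice the positive control's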
TNAP inh hi DEA – inhibitors of human TNAP at high phosphate acceptor concentration | P05186 | AID 1135 | 200,000 tested, 0.03% active | inhibition, % at 20 µM | purified TNAP, CDP-star luminescence, 1 M DEA;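 active = over 50% inhibition of tissue-nonspecific alkaline phosphatase at 20 µM in the single-dose screen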;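 note: plate controls were DMSO wells for no effect and EDTA-quenched wells as full inhibition for full effect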
Target sequence (P05186 whole entry, looked up): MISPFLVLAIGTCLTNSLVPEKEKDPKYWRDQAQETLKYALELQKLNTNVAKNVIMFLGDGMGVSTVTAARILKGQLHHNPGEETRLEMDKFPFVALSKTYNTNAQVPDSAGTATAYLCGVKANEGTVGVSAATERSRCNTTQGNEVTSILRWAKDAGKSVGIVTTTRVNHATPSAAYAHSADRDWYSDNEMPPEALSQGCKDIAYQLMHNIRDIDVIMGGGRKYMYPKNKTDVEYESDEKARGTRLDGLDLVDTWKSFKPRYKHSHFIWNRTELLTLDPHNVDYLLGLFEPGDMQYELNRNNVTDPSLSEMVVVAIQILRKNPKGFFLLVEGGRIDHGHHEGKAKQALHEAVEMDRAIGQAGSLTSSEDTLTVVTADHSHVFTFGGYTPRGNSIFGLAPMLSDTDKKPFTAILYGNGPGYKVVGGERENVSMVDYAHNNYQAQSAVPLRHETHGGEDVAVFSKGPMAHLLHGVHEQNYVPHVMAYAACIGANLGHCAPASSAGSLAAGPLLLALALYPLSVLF
Diaphorase inh – diaphorase inhibition or chemical oxidation counter-screen | 190,000 tested, 0.69% active | inhibition, % at 20 µM | diaphorase resazurin-to-resorufin fluorescence, NADH, 16 min; bacterial (C. kluyveri) enzyme, not human;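 active = primary screen inhibition at 20 µM above a set limit, cut at about 50% in these data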;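 note: plate controls were DMSO with full reaction for no effect and wells lacking NADH for full effect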
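material = Clostridium kluyveri diaphorase enzyme | amount = 0.14 U/mL diaphorase, enzyme working solution | schedule = incubation 16 min, room temperature | detection = fluorescence of resorufin formed from resazurin, Ex 544/Em 590 nm | benchmarks = positive control minus NADH, DMSO neutral control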
Lmaj promast – reduces viability of Leishmania major promastigotes; resazurin fluorescence viability; inhibition, % at 10 µM; 200,000 tested, 9% active; AID 1063; in the data active = inhibition above about 50%;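 note: promastigotes grown with compound for 44 hours at 28 °C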
Diaphorase act – counter-screen for diaphorase-based assays: diaphorase activators and chemical reducers. Diaphorase/resazurin coupled assay, resorufin fluorescence, 16 min; hits give high values; 1 = vehicle wells, 0 = NADH-free wells. activation factor at 20 µM. 190,000 tested, 0.005% active;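 active = diaphorase activity raised at least twofold by the compound at 20 µM; inactive = activation factor below 2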
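Test system: Clostridium kluyveri diaphorase, purified enzyme; input: enzyme 0.07 U/mL final; buffer or medium: 50 mM HEPES pH 7.4 with 4.542 mM MgCl2, 0.005% Tween 20; also added: 0.114 mM NADH and 0.1 mM resazurin, final amounts; schedule: 16 min enzyme reaction, ambient temperature; technique: fluorescence of resorufin, 544 nm excitation, 590 nm emission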
bIAP inh – intestinal alkaline phosphatase (bovine) inhibition; 190,000 tested, under 10 active; inhibition, % at 20 µM; purified bovine IAP, CDP-star luminescence, 30 min;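 active = over 50% inhibition of intestinal alkaline phosphatase at 20 µM in the single-dose screen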
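System: Purified bovine intestinal alkaline phosphatase (IAP) enzyme | Input: IAP diluted 1/65,000,000 in the well | Also added: CDP-star chemiluminescent phosphatase substrate, 30 µM final | Dosing: 20 µM single dose | Times: Enzyme reaction for 30 min at room temperature | Detection: Luminescence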
PMI act satM6P – increases human PMI activity with near-saturating mannose 6-phosphate | AID 1216 | coupled PMI enzyme assay, resazurin fluorescence, 20 min; hits give high values; 1 = untreated enzyme, 0 = substrate-free blank | 190,000 tested, 0.34% active | activation factor at 20 µM | P34949;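 active = activation factor of 2 or more at 20 µM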
Target sequence (P34949 whole entry, looked up): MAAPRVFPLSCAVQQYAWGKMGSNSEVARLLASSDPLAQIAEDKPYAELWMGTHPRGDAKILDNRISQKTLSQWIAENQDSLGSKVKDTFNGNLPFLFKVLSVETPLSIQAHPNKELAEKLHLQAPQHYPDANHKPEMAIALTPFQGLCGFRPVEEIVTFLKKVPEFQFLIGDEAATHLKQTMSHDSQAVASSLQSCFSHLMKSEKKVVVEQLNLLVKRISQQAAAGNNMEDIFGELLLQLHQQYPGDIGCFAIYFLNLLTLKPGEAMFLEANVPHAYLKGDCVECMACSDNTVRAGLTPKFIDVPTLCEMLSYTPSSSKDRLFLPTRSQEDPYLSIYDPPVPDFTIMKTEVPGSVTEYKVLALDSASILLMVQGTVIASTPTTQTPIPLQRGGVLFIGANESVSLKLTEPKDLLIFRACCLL
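Test system: human phosphomannose isomerase with PGI, G6PDH, diaphorase coupling enzymes; amount: 15 ng/mL PMI; incubation: enzyme reaction with compound 20 min at room temperature; technique: resorufin fluorescence (Ex 544/Em 590 nm) from resazurin via diaphorase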
PMI act – activators of human phosphomannose isomerase | 190,000 tested, 0.005% active | purified human PMI, coupled resazurin fluorescence, 20 min; hits give high values; 1 = vehicle control, 0 substrate-free wells | P34949 | activation factor at 20 µM;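 active = activation factor of 2 or more at 20 µM, relative to plate controls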
TNAP act hiacc – activators of human TNAP at high phosphate acceptor concentration. P05186. purified TNAP, CDP-star luminescence, 1 M DEA, 30 min; hits give high values; 0 = EDTA background, 1 = DMSO-only activity. activation factor at 20 µM. 200,000 tested, under 10 active;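 active = activation factor at least 2 at 20 µM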
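Measured by: Luminescent substrate turnover signal | Test system: Human TNAP | Input: TNAP 1/800 final | Dosing: 20 µM single point | Schedule: 30 min, room temperature | Controls: EDTA wells as negative control, DMSO wells as positive control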
TNAP inh noacc – blocks human TNAP activity with no phosphate acceptor present; inhibition, % at 20 µM; purified TNAP, CDP-star luminescence, 30 min; 200,000 tested, 0.26% active; AID 1012; P05186;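 active = tissue-nonspecific alkaline phosphatase inhibition above about 50% at 20 µM in the single-dose screen, limit read from the data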;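 note: 0% = DMSO negative control and 100% = EDTA positive control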
The depositor's hits bear a star; x = not tested or not shown. No enrichment for hits (roughly 10% active in at least one column).

item	molecule	bIAP act	TNAP inh hi DEA	Diaphorase inh	Lmaj promast	Diaphorase act
1	CCOc1ccc(C(=O)c2cc([N+](=O)[O-])ccc2Cl)cc1	0.6	-6	23	42	0.8
2	CN(C)S(=O)(=O)c1ccc(C(=O)Nc2ccccc2SCCC#N)cc1	1	0	10	2	0.9
3	O=C(COc1ccccc1C(=O)NCC1CCCO1)Nc1ccc(Br)cc1 (centres undefined)	1	-1	4	4	1
4	Cc1ccc2[nH]cc(C(=O)CN3CCOCC3)c2c1	1	0	6	-3	0.9
5	Nc1nc(C23CC4CCC(CC(C4)C2)C3)cs1	1	-3	20	16	0.8
6	COc1cc(NC(=O)C2CCN(S(=O)(=O)c3cccc4nonc34)CC2)cc(OC)c1	0.9	-6	26	-3	0.7
7	CCN1CCN(C(=O)C2=C(C(=O)O)CCCC2)CC1	0.9	-3	8	-7	0.9
8	O=C(c1ccccc1)c1ccc(OCC(=O)N2CCOCC2)cc1	1.3	-6	-3	-8	1
9	O=C(COc1ncnc2c(Cl)cc(Cl)cc12)Nc1cc([N+](=O)[O-])ccc1Cl	0.7	-3	10	52*	0.9
10	CCC(=O)c1cc2c(C)cc(=O)oc2c(C)c1O	1	-6	10	5	0.9

item	bIAP inh	PMI act satM6P	PMI act	TNAP act hiacc	TNAP inh noacc
1	35	0.9	1	1.1	-1
2	1	1.1	1	1	14
3	-3	1.1	1	1	-4
4	1	0.9	1	1	-5
5	-1	0.9	0.9	1	-7
6	7	0.9	0.9	1.1	-11
7	5	1	1	1	-2
8	-25	1	1.1	1.1	-14
9	28	1	0.9	1	-19
10	0	0.8	0.9	1.1	-16

item	molecule	bIAP act	TNAP inh hi DEA	Diaphorase inh	Lmaj promast	Diaphorase act
11	COc1ccc(C(O)Cn2c(=N)n(CCCN(C)C)c3ccccc32)cc1 (centres undefined)	1.1	-7	12	0	0.9
12	N/C(CC(=O)NCCOc1ccccc1)=N\O	0.9	-7	-15	-8	1.1
13	O=C(CCCN1C(=O)/C(=C/c2cccs2)SC1=S)NNC(=O)c1ccc(F)cc1	1	11	-1	-4	1
14	O=C(NC(=S)N1CCOCC1)c1cc2ccccc2o1	1	-2	11	-9	0.9
15	O=C(/C=C/c1ccccc1[N+](=O)[O-])NCCc1ccc(F)cc1	1	-8	-15	5	1.1
16	CCCC(=O)NCCCc1nc2ccccc2n1CCC	0.9	-8	1	15	1
17	Cc1ccc(C)n1-c1cc(S(=O)(=O)N2CCOCC2)ccc1N1CCCC1	1	-4	24	11	0.8
18	N/C(=N\OC(=O)c1cc(-c2ccccc2)nc2ccccc12)c1cccnc1	0.9	-2	6	2	0.9
19	Cc1ccccc1-n1c(-c2ccncc2)n[nH]c1=S	0.9	2	9	x	0.9
20	O=C(O)CN1C(=O)C2C3CC(C2C1=O)C1C(c2ccc(F)cc2)c2sc(=O)[nH]c2SC31 (centres undefined)	1	0	-3	-6	1

item	bIAP inh	PMI act satM6P	PMI act	TNAP act hiacc	TNAP inh noacc
11	-5	0.9	0.9	1.1	-10
12	7	1.1	1	1.1	-3
13	5	1	0.9	0.9	-77
14	-4	1	1	1	-7
15	4	1.1	1.2	1.1	-3
16	6	1.1	1.2	1.1	-2
17	4	0.8	0.9	1	-7
18	11	1	0.9	1	-6
19	12	1.1	1	1	-2
20	0	1.2	0.9	1	-10

item	molecule	bIAP act	TNAP inh hi DEA	Diaphorase inh	Lmaj promast	Diaphorase act
21	CC(=O)c1cccc(NC(=O)C2CCN(S(=O)(=O)c3cccs3)CC2)c1	0.9	-1	9	5	0.9
22	Cc1ccc(-n2c(SCC(=O)N3CCOCC3)nnc2-c2cccnc2)cc1	1	-3	7	1	0.9
23	CC(=O)Nc1ccc(C(=O)N/N=C/C2CC3C=CC2C3)cc1 (centres undefined)	1.1	-6	5	-6	1
24	O=C(NC1CCCCCC1)C(=S)NCCc1ccccc1	1.1	0	2	0	1
25	O=C1COc2ccc(C(=O)CSc3nnc(Cc4cccs4)n3-c3ccc(Cl)cc3)cc2N1	1	0	25	27	0.8
26	CCCCCCn1c(=O)[nH]c2nc3cc(N)c(C)cc3nc2c1=O	1.2	6	50	48	0.5
27	COc1cccc(NC(=O)N2CCCC2C(=O)NCc2ccccc2F)c1 (centres undefined)	1.1	-6	-12	6	1.1
28	OCC(O)CSc1nc(-c2ccccc2)nc2c1CCC2 (centres undefined)	0.7	-2	20	-1	0.8
29	O=C(NCC1CCCO1)/C(=C\c1ccco1)NC(=O)c1ccc(Cl)cc1 (centres undefined)	1.1	-5	-14	-5	1.1
30	COc1cc(-c2nc(S(=O)(=O)c3ccc(C)cc3)c(N(C)C)o2)cc(OC)c1OC	0.9	1	4	6	1

item	bIAP inh	PMI act satM6P	PMI act	TNAP act hiacc	TNAP inh noacc
21	15	0.9	1	1	-8
22	0	0.9	0.9	1	-16
23	-6	1	1.1	1.1	-12
24	-10	1	0.8	1	-23
25	1	0.9	0.8	1	-4
26	-25	0.5	0.6	0.9	-9
27	-8	1	1	1.1	-6
28	26	0.9	0.9	1	-16
29	-12	1	1	1	-6
30	6	2*	1.5	1	-8

item	molecule	bIAP act	TNAP inh hi DEA	Diaphorase inh	Lmaj promast	Diaphorase act
31	Cc1sc2nc(CN(C(=O)NC3CCCCC3)C3CCCC3)[nH]c(=O)c2c1C	1.1	-2	4	43	1
32	CC(C)N(Cc1nc(-c2ccc(Cl)cc2)no1)Cc1nccn1C	1	-1	0	2	1
33	Cc1ccccc1NC(=O)CSCC(=O)Nc1ccccc1C	1.1	-9	10	-7	0.9
34	CS(=O)(=O)N(CCc1ccccc1)CC(=O)Nc1ccccc1	1	1	5	-4	0.9
35	COc1ccc(-c2nc(-c3ccccn3)ncc2S(C)(=O)=O)cc1	1	-4	7	-6	0.9
36	c1ccc(OCCn2c(-c3ccco3)nc3ccccc32)cc1	1	-3	10	8	0.9
37	CCCOc1ccc([C@@H]2C3CN(C(=O)OCC)CC=C3C(C#N)=C(N)C2(C#N)C#N)cc1OC (some centres undefined)	0.9	-7	24	9	0.8
38	CCc1nnc(NS(=O)(=O)c2ccc(NC(=O)c3ccc(Cl)cc3)cc2)s1	0.9	-5	7	-5	0.9
39	CC1(C)CC(=O)c2cc(OCC(=O)NCC3CCCO3)ccc2O1 (centres undefined)	0.9	-1	7	-6	0.9
40	O=C(Nc1ccc(F)cc1F)c1cc(-c2ccco2)on1	0.9	-7	16	-6	0.8

item	bIAP inh	PMI act satM6P	PMI act	TNAP act hiacc	TNAP inh noacc
31	-7	1	1	1	-10
32	-1	0.9	0.9	1	1
33	-6	0.9	0.9	1.1	-9
34	0	1	1	1	-4
35	4	1.1	1	1	0
36	3	1.1	1.1	1	1
37	11	1.2	1.1	1.1	-5
38	5	1.2	1.1	1	-2
39	5	1.1	1	1	-12
40	6	0.8	0.7	1.1	-17

item	molecule	bIAP act	TNAP inh hi DEA	Diaphorase inh	Lmaj promast	Diaphorase act
41	CCCOn1c(OCC(C)C)nc2ccccc2c1=O	0.9	-2	7	2	0.9
42	C/C(CC(=O)Nc1cccc2c1CCCC2)=N\NC(=O)c1cccc2ccccc12	1	-3	12	18	0.9
43	c1ccc(-c2nc3ccccc3s2)nc1	0.9	-7	-2	-2	1
44	CCOc1nc(-c2ccc(OC)cc2)ccc1-c1noc(-c2ccncc2)n1	0.9	-5	16	x	0.8
45	CC(C)c1onc(C(=O)N2CCOCC2)c1[N+](=O)[O-]	0.9	-2	-3	9	1
46	C/C(=N\NC(=O)c1cc2c(s1)CCC(C)C2)c1cccnc1 (centres undefined)	0.9	-3	10	13	0.9
47	CCN(CC)C(=S)SC1=CCS(=O)(=O)C1	0.9	-1	14	2	0.9
48	CC1CN(C(=S)SCC(=O)c2ccccc2)CC(C)O1 (centres undefined)	0.9	-4	-2	6	1
49	Cc1cc(C)c(C)c(S(=O)(=O)N2CCN(C)CC2)c1C	1.2	-4	0	-5	1
50	Cn1c(SCc2nc(-c3ccc(Cl)cc3)no2)nnc1-c1ccco1	1	-7	15	-6	0.8
51	O=C(CN1CC(=O)Oc2ccccc21)NCc1ccco1	1.3	-5	41	-3	0.6

item	bIAP inh	PMI act satM6P	PMI act	TNAP act hiacc	TNAP inh noacc
41	8	1	1.1	1	8
42	-4	1	0.8	1	-17
43	8	1.1	1.1	1.1	-8
44	9	0.9	1	1.1	-6
45	9	1.1	1.1	1	-13
46	14	1	0.9	1	-39
47	5	0.3	0	1	1
48	12	1	0.9	1	-28
49	-18	0.9	0.9	1	-10
50	-2	1	1.1	1.1	-16
51	-30	1	0.9	1	-18
